Assay outcomes as filed in PubChem BioAssay.
MLLE-PAM2 inh: inhibitors of microRNA-mediated deadenylation, human PABP1 MLLE binding. P11940. GST-MLLE / FITC-PAM2 fluorescence polarization. inhibition, % at 20 µM. 0.36% of 360,000 active; in the data active = inhibition above about 35%, passing the limit was not always enough;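 also: plate controls were DMSO wells with GST-MLLE for no effect and wells lacking GST-MLLE protein for full effect; some results filed as inactive read as strong as hits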
Target sequence (P11940 whole entry, looked up): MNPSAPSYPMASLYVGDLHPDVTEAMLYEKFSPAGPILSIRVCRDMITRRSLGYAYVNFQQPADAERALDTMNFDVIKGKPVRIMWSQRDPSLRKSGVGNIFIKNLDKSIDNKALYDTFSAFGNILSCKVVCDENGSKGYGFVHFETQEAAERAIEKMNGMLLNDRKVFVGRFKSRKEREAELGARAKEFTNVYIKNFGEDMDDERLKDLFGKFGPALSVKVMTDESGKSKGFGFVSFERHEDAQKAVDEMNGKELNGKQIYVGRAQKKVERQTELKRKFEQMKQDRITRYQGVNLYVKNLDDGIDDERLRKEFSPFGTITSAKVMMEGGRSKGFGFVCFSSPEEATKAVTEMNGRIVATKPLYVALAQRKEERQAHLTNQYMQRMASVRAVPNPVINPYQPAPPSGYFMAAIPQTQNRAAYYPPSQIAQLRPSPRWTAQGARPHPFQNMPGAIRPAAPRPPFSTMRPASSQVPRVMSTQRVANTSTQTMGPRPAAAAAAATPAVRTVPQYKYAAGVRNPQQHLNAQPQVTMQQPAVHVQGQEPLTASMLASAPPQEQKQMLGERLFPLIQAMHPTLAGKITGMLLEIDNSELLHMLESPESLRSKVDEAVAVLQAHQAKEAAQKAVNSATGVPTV
TbMetRS inhib: Trypanosoma brucei MetRS inhibition; purified T. brucei MetRS, ATP depletion, Kinase-Glo luminescence; inhibition, % at 11.9 µM; 0.4% of 360,000 active; AID 624268;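 active = inhibition above a per-plate cutoff of the control wells' mean inhibition plus 3 SD, cut at about 5.5% in these data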;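 also: 0% = DMSO wells median and 100% = median of wells with control inhibitor compound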
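System: purified T. brucei MetRS enzyme / Detection: Kinase-Glo luciferase luminescence reporting remaining unconsumed ATP / Medium: HEPES buffer with MgCl2, KCl, DTT, spermine, BSA, pyrophosphatase / Replication: singlicate, one well per compound / Evaluation: percent inhibition relative to median high and low control wells / Schedule: 2 h aminoacylation at 25 °C after 15 min preincubation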
Scp-1 inhibitor: blocks human Scp-1 phosphatase activity | Q9GZU7 | Recombinant Scp1, phosphopeptide, malachite green phosphate absorbance | inhibition, % at 20 µM | 0.88% of 340,000 active | AID 493091;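 active = inhibition above about 50% at 20 µM, limit read from the data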;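 also: plate controls were DMSO wells with enzyme for no effect and wells lacking enzyme for full effect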
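Assay system: SCP-1 catalytic fragment, aa 76-261 | Buffer or medium: Tris acetate buffer pH 5.5 with MgCl2 and Tween-20 | Compound: One concentration, 20 µM, with 1.0% DMSO | Also added: Phospho 17-mer peptide substrate | Signal: Absorbance at 630 nm | Incubation: 45 min enzyme reaction at room temperature | Measure: % inhibition of SCP-1 phosphate liberation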
DNMT1 inh: blocks human DNA methyltransferase DNMT1; 0.83% of 360,000 active; DNMT1 molecular beacon, Hinp1I cleavage, fluorescence; P26358; inhibition (reported as % activation of signal), % at 10 µM; AID 588458; in the data active = inhibition above about 50%
CSN deneddyl inh: inhibitors of human CSN-mediated cullin deneddylation; Q92905; Purified CSN, SCF-Nedd8-OG deneddylation, fluorescence polarization; inhibition, % at 12.5 µM; 0.38% of 360,000 active;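 active = pattern-corrected inhibition above about 35%, with an unprinted fluorescence ratio check between 0.5 and 1.5, limit read from the data, passing the limit was not always enough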;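 also: 0% = enzyme with substrate and 100% = substrate without enzyme; some results filed as inactive read as strong as hits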
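test system = HEK293T-derived human Csn5 enzyme | amount = 0.24 nM Csn5 enzyme, final concentration | medium = Tris/NaCl/DTT buffer, pH 7.5 | schedule = 90 min reaction at room temperature | signal = FP | evaluation = inhibition of Csn5 cleavage, % | compound dosing = single dose of 12.5 µM compound with 0.25% DMSO | probe or stimulus = 10 nM SCFSkp2-Nedd8OG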
NadD inh: NadD (S. aureus) enzyme inhibition; purified NadD enzyme, colorimetric absorbance read-out; inhibition, % at 20 µM; 0.78% of 360,000 active; in the data active = inhibition above about 26%; also: some compounds past the cut are filed as inactive
STEP inh: inhibitors of human striatal-enriched phosphatase STEP | inhibition, % at 20 µM | AID 588621 | recombinant STEP, OMFP fluorogenic substrate, fluorescence | 0.25% of 360,000 active;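 active = inhibition at 20 µM, scaled per plate between control wells, above about 37%, limit read from the data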;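 also: 0% = DMSO with enzyme and substrate and 100% = substrate only without enzyme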
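System: isolated STEP enzyme; schedule: 20 min enzyme reaction at room temperature, protected from light; medium: Bis-Tris buffer pH 6.0, 2.5 mM DTT, 0.005% Tween 20; signal: fluorescence, 480/540 nm; dosing: single compound dose of 20 µM, 1% DMSO final; also added: OMFP substrate, 25 µM final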
Rpn11 inh: inhibitors of human proteasome Rpn11 | calls only at 20 µM | human 26S proteasome, Ub4-pepOG fluorescence polarization; 20S core pre-blocked with epoxomicin | AID 588493 | 0.59% of 360,000 active;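 active = inhibition at 20 µM, scaled to each plate's controls, above about 33%, limit read from the data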
Target sequence (O00487 whole entry, looked up): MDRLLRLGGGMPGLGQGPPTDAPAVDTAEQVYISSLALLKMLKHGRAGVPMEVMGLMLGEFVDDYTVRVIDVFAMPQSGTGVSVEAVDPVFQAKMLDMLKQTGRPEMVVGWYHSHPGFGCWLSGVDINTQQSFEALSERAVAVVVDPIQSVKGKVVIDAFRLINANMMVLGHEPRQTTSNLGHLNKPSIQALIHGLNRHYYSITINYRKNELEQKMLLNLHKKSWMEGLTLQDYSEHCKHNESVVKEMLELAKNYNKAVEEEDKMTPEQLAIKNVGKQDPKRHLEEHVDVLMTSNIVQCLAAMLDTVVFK
SUMO1 PPI mod: modulators of human SUMO1-mediated protein-protein interactions; SUMO1 binding to a labelled peptide, TR-FRET, 1 h; inhibition, % at 20 µM; 0.33% of 360,000 active; AID 602429; in the data active = inhibition above about 37%
LMPTP block: blocks human LMPTP phosphatase; inhibition, % at 20 µM; 0.22% of 360,000 active; recombinant LMPTP-A, OMFP fluorogenic substrate, fluorescence intensity;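 active = compounds that cut the enzyme signal by at least half of the control window in the single-dose screen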;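 also: plate controls were DMSO wells with enzyme plus substrate for no effect and substrate without enzyme for full effect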
Target sequence (P24666 whole entry, looked up): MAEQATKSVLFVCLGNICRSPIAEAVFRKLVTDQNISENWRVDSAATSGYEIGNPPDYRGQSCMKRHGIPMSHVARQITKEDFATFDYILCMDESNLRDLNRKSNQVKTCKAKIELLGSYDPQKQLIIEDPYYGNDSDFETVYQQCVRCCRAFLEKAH
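Material: LMPTP-A; amount: 0.625 nM enzyme; doses: single 20 µM dose; times: reaction 50 min, room temperature, dark; technique: fluorescence intensity of OMFP turnover product; benchmarks: no-enzyme and uninhibited controls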
An asterisk follows results filed as active; i = inactive; nt = not tested or not shown. Hits appear at their usual frequency; any-hit rate near 3.6%.

SMILES	MLLE-PAM2 inh	TbMetRS inhib	Scp-1 inhibitor	DNMT1 inh	CSN deneddyl inh	NadD inh	STEP inh	Rpn11 inh	SUMO1 PPI mod	LMPTP block
COc1ccccc1NC(=O)c1c(Nc2ccccc2F)sc(C(=O)Nc2cccc(Cl)c2)c1N	-41	0.5	-8	-33	-4	43*	14	i	0	3.8
Cc1ccc(-c2n[nH]c(=S)n2Cc2ccccc2)cc1	4	-0.1	-7	2	-2	18	4	i	0	-0.4
CN(C(=O)c1cc(S(=O)(=O)N2CCc3ccccc32)cn1C)C1CCCCC1	18	-1.3	5	3	-3	1	-3	i	3	0.5
Clc1cccc(CN2CCN(Cc3nc(CCc4ccccc4)no3)CC2)c1	-2	0.0	-8	-2	-4	-12	2	i	2	-0.3
C[C@@H]1CN([C@H](C)CO)C(=O)Cc2cc(NC(=O)Nc3ccccc3)ccc2O[C@@H]1CN(C)Cc1ccc2c(c1)OCO2	-2	0.3	8	-13	7	8	-2	i	5	2.2
COc1ccc(C2=Nc3ccccc3N(C(=O)c3ccc4c(c3)OCO4)C2C(=O)NCc2ccccc2)cc1 (centres undefined)	nt	-0.3	nt	nt	-5	nt	nt	nt	-18	2.5
COc1ccc(/C=C/C(=O)NC(=S)N2CCN(c3ccccn3)CC2)cc1OC	-99	1.2	11	-6	-3	-2	13	i	6	1.0
COc1ccc(CNc2nn[nH]n2)cc1OC	-8	-0.4	-3	0	-2	-5	1	i	-1	0.5
O=C(CN(Cc1ccccc1)S(=O)(=O)c1ccc(Cl)cc1)NCC1CCCO1 (centres undefined)	-2	-0.3	-7	2	0	-6	-3	i	-1	0.4
Cc1ccc(-c2cnc(C(O)c3cc(C)cc(C)c3)[nH]2)cc1 (centres undefined)	1	0.3	nt	-2	6	-7	2	i	4	0.2
CNc1ncc(C(=O)c2ccc(Cl)cc2)s1	12	-1.1	-2	0	-1	3	4	i	-21	0.3
O=C(NNc1ccccc1[N+](=O)[O-])NC1CCCCC1	3	0.6	11	-1	2	2	1	i	4	-1.1
O=C1c2ccccc2C(c2nnnn2Cc2ccccc2)N1CCc1ccc(O)cc1 (centres undefined)	nt	-0.7	nt	nt	0	-4	nt	nt	3	-1.1
O=C(CSc1cccc[n+]1[O-])c1ccc(-c2ccccc2)cc1	25	-1.2	-4	0	-2	0	-2	i	-4	4.4
Cc1[nH]n(C(N)=S)c(=O)c1N=Nc1ccc(S(=O)(=O)N2CCCCCC2)cc1	40*	1.1	-5	-4	6	23	4	i	-17	-0.6

Three compounds already listed, arranged by the value under DNMT1 inh, high to low:
SMILES	MLLE-PAM2 inh	TbMetRS inhib	Scp-1 inhibitor	DNMT1 inh	CSN deneddyl inh	NadD inh	STEP inh	Rpn11 inh	SUMO1 PPI mod	LMPTP block
CN(C(=O)c1cc(S(=O)(=O)N2CCc3ccccc32)cn1C)C1CCCCC1	18	-1.3	5	3	-3	1	-3	i	3	0.5
Cc1ccc(-c2cnc(C(O)c3cc(C)cc(C)c3)[nH]2)cc1 (centres undefined)	1	0.3	nt	-2	6	-7	2	i	4	0.2
COc1ccccc1NC(=O)c1c(Nc2ccccc2F)sc(C(=O)Nc2cccc(Cl)c2)c1N	-41	0.5	-8	-33	-4	43*	14	i	0	3.8

Continued:
SMILES	MLLE-PAM2 inh	TbMetRS inhib	Scp-1 inhibitor	DNMT1 inh	CSN deneddyl inh	NadD inh	STEP inh	Rpn11 inh	SUMO1 PPI mod	LMPTP block
Cc1cc(C(=O)Nc2nncs2)oc1C	-14	-0.3	-5	-1	-3	1	0	i	6	-0.4
O=C1C(Cl)=C(N2CCCCCC2)C(=O)N1c1ccccc1Cl	-3	-1.1	-13	3	0	-4	5	i	-19	-2.1
COc1ccc(/C=C(/NC(=O)c2ccccc2)C(=O)N2CCOCC2)cc1OC	11	-0.7	4	4	-1	-4	-5	i	4	-1.1
CC(c1ccncn1)N(C)Cc1nc(Cc2ccccc2F)no1 (centres undefined)	-13	-0.8	7	3	3	-4	-2	i	0	-0.8
O=c1c2ccccc2nnn1COc1cccc(Cl)c1	0	0.1	-12	1	5	-1	2	i	-10	0.9
CCCCOc1ccc(C2/C(=C(\O)c3ccc4c(c3)OCCO4)C(=O)C(=O)N2CCCN2CCOCC2)cc1 (centres undefined)	-9	-0.4	-2	-3	-2	27	6	i	-3	4.6
O=C(Cc1ccccc1)NC1CCSc2ccccc21 (centres undefined)	-5	-0.4	-2	-1	0	4	0	i	4	0.1
COc1ccc(C2(C(=O)N3CCOCC3)CCCC2)cc1	3	-0.9	6	4	1	0	0	i	4	1.1
COc1cc(OC)c(NC(=O)CCc2nc(-c3ccc(C)cc3)no2)cc1Cl	1	-2.0	-12	-12	2	-16	2	i	2	4.8
COC(=O)c1c(NC(NC(=O)C(C)C)C(Cl)(Cl)Cl)sc2c1CCC2 (centres undefined)	-41	-0.3	-8	1	-4	-8	-2	i	-1	0.2
COc1cc(NC(=O)C2CC(=O)N(Cc3ccco3)C2)cc(OC)c1 (centres undefined)	0	-0.6	34	-3	-1	3	-1	i	-19	-11
CCC(c1nnnn1-c1ccc2c(c1)OCCO2)N1CCN(c2ccccc2OC)CC1 (centres undefined)	nt	-1.8	nt	nt	1	0	nt	nt	0	0.6
CCCn1c(=N)n(CC(=O)c2ccc(Cl)cc2)c2ccccc21	3	2.0	0	-4	-2	-6	2	i	-2	3.1
COc1cccc(-c2sc3ccc(OC)cc3c2C#CC2(O)CCCCC2)c1	0	-0.4	-4	-22	1	-8	1	i	1	1.9
CN(c1ccc(C(=O)N2CCN(c3ccc(F)cc3)CC2)cc1)S(C)(=O)=O	-6	-1.4	-2	0	0	1	0	i	-1	-0.8
COCc1ccc(-c2c(-c3ccc(OC)cc3)oc(=O)c3cc(OC)c(OC)cc23)cc1	-7	-0.3	-7	-11	1	-13	1	i	2	2.4
COc1ccc(Cl)cc1NC(=O)c1ccccc1C	-7	-0.1	-3	-14	1	-2	-1	i	-1	0.8
CN(Cc1ccc(F)cc1)C(=O)c1cc(COc2ccc(-n3cncn3)cc2)on1	7	0.0	-10	0	5	-4	0	i	2	1.5
Cc1ccc(C)c(NC(=O)COC(=O)c2ccc(S(=O)(=O)N3CCCCC3)cc2)c1	6	-0.4	0	48	1	31*	1	i	5	-0.4
Cc1cc(C)c(NC(=S)NCCCSC2CCCCC2)c(C)c1	10	-0.5	2	2	-1	2	10	i	11	0.5
CN(C)C(CNc1ccc(C(F)(F)F)cn1)c1ccccc1 (centres undefined)	-1	-0.8	-5	0	7	-7	-3	i	5	-2.6
COc1cccc(/C=N/Nc2nc(Nc3ccccc3)nc(-n3nc(C)cc3C)n2)c1O	4	-0.5	-5	-22	-3	27	3	i	4	2.8
CCOP(=O)(OCC)c1nc(/C=C/c2ccccc2)oc1NCc1ccc(OC)cc1	15	1.2	-4	-3	3	-7	0	i	-2	2.3
O=C(CCN1C(=O)c2ccccc2C1=O)C1=NN[C@@H]2C(=O)N(c3ccc4c(c3)OCCO4)C(=O)[C@H]12	-14	-0.4	-11	-1	-2	-1	0	i	-19	-0.9
COc1cccc(-c2csc3nc[nH]c(=O)c23)c1	-10	-2.1	2	-2	-3	-3	-2	i	12	-0.1
CCN1c2ccccc2-c2nc3ccccc3n2C1c1ccco1 (centres undefined)	15	-0.3	25	-3	2	-2	6	i	11	4.1
CC(=O)Nc1ccc(C(=O)N2CCCCC2c2cc(C(=O)Nc3cccc4c3CCCC4)no2)cc1 (centres undefined)	-7	-0.1	nt	-5	-5	-3	2	i	3	1.2
COc1cc(C(=O)OCCCN=C2NS(=O)(=O)c3ccccc32)cc(OC)c1OC	10	-0.8	-5	0	-19	-3	7	i	0	-0.8
C=C(Br)Cn1c(CCC)nc2ccccc21	-1	0.2	-2	-1	0	1	-3	i	-1	2.4
Cc1cccc(NC(=O)COC(=O)CN2CCCCCC2=O)c1C	4	-0.6	11	13	3	3	0	i	-5	0.4
CNc1nc2cc([N+](=O)[O-])c([N+](=O)[O-])cc2nc1NC	2	-0.5	-5	-3	2	1	-3	i	-13	-1.3
COc1ccc(C(=O)N2CCN(c3cccc(Cl)c3)CC2)cc1S(=O)(=O)NC1CC1	-5	-0.1	-2	-1	0	-4	-2	i	10	0.0
COc1cc(NC(=O)c2ccc3c(c2)S(=O)(=O)N=C2CCCCCN23)cc(OC)c1	-14	-0.3	-8	0	4	-2	1	i	5	0.1
O=C(COc1ccccc1F)Nc1c2c(nn1-c1ccccc1)CS(=O)(=O)C2	-5	0.7	-10	3	-5	-6	-2	i	3	-0.6
O=[N+]([O-])c1ccc(NC(c2ccccc2)c2ccc3cccnc3c2O)cc1 (centres undefined)	10	-0.2	-21	-12	-5	17	3	i	-1	3.3
Cc1cc(NC(=O)CCC(=O)N(CC(=O)NC2CCCC2)Cc2ccc(F)cc2)no1	-3	0.1	-5	5	0	-5	-4	i	1	-1.0
CN1CCN(CCNC(=O)c2cn(Cc3ccccc3F)nn2)CC1	-2	-1.3	-6	4	0	2	0	i	-3	-2.3
CC(NC(=O)COC(=O)C1CCN(c2ccc(C(F)(F)F)cn2)CC1)c1ccc(F)cc1 (centres undefined)	-3	-0.6	2	8	-2	0	-2	i	-3	1.9
C[C@H](CO)N1C[C@H](C)[C@@H](CN(C)C(=O)Nc2ccccc2)Oc2c(NC(=O)Nc3ccc(C(F)(F)F)cc3)cccc2C1=O	5	-0.3	-6	-1	5	-8	-1	i	3	2.8
COc1ccc(Cn2nc(-c3ccccc3)c(N3CCCCC3)cc2=O)cc1	-6	-1.2	1	-5	1	2	1	i	-3	1.3
O=c1ccc(NS(=O)(=O)c2ccc(Cl)cc2)cn1Cc1ccc(Cl)c(Cl)c1	-24	-1.3	-2	-8	13	0	0	i	-3	2.9
COc1ccc(C(=O)CN2C(=O)c3ccccc3S2(=O)=O)cc1Br	-14	-0.3	-7	-8	-2	14	-1	i	3	0.6
C=CCn1c(-c2ccccc2)nc2nc3ccccc3nc21	-2	-0.6	3	-1	-1	8	-10	i	-27	-0.8
O=C(NC1CCSc2ccccc21)c1cc(S(=O)(=O)N2CCOCC2)ccc1F (centres undefined)	-6	-0.3	-7	-2	-3	0	3	i	3	0.6
COc1ccc(C(=O)NCC(=O)NCC2(N(C)C)CCCCC2)cc1OC	-1	-0.2	-4	1	-4	-1	-3	i	5	-0.6
COc1cccc(C(=O)Nc2cc(C(=O)NCc3ccc(C)cc3)ccc2N2CCC3(CC2)CC(c2cccc(Br)c2)=NO3)c1	-22	-0.4	3	0	7	27	1	i	-1	1.2
